From PubChem BioAssay
U2OS ROS induce = inducers of reactive oxygen species in cancer cells; U2OS ROS induction, H2DCF-DA fluorescence; ROS induction (% of piperlongumine), % at 10 µM; 2% of 46,000 active; AID 624156; in the data active means ROS induction above about 79%, passing the limit was not always enough; inconclusive means no clear call, values can overlap the other calls;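 further: 0% = DMSO vehicle median and 100% = reference compound median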
Numbers without * were called inactive; ? = inconclusive. Some of the compounds tested; the hit share may differ from the screen's.

compound | U2OS ROS induce
C[C@@H]1CN([C@H](C)CO)C(=O)c2cccc(NC(=O)c3nc4ccccc4s3)c2O[C@@H]1CN(C)Cc1ccc(-c2ccccc2)cc1 | 6.8
Cc1cc(C)c(C#N)c(SCCS(=O)(=O)c2nc3ccccc3s2)n1 | 140.9*
O=C(O)CCCNS(=O)(=O)c1ccc(Br)s1 | -3.8
C[C@@H]1CN([C@@H](C)CO)C(=O)c2cccc(NC(=O)c3ccc(-c4nccs4)cc3)c2O[C@@H]1CN(C)Cc1ccc(-c2ccccc2)cc1 | 66.7
C[C@@H]1CN([C@H](C)CO)C(=O)c2cccc(NC(=O)Nc3ccc(C(F)(F)F)cc3)c2O[C@H]1CN(C)C(=O)Nc1ccccc1 | -0.6
O=C(c1cccs1)N1CCN(c2cc(C(F)(F)F)nc3ccccc23)CC1 | 21.5
Cc1ccc(S(=O)(=O)Nc2cccc3c2O[C@@H](CN(C)CC2CC2)[C@@H](C)CN([C@H](C)CO)C3=O)cc1 | -5.5
CNC[C@H]1Oc2c(NC(=O)NC(C)C)cccc2C(=O)N([C@H](C)CO)C[C@@H]1C | -11.9

In a second layout: four of the compounds above.
CNC[C@H]1Oc2c(NC(=O)NC(C)C)cccc2C(=O)N([C@H](C)CO)C[C@@H]1C
  U2OS ROS induce: -11.9

Cc1ccc(S(=O)(=O)Nc2cccc3c2O[C@@H](CN(C)CC2CC2)[C@@H](C)CN([C@H](C)CO)C3=O)cc1
  U2OS ROS induce: -5.5

C[C@@H]1CN([C@H](C)CO)C(=O)c2cccc(NC(=O)Nc3ccc(C(F)(F)F)cc3)c2O[C@H]1CN(C)C(=O)Nc1ccccc1
  U2OS ROS induce: -0.6

C[C@@H]1CN([C@@H](C)CO)C(=O)c2cccc(NC(=O)c3ccc(-c4nccs4)cc3)c2O[C@@H]1CN(C)Cc1ccc(-c2ccccc2)cc1
  U2OS ROS induce: 66.7

Carrying on.
compound | U2OS ROS induce
C[C@@H]1CN([C@H](C)CO)C(=O)c2cccc(NS(=O)(=O)c3ccccc3)c2O[C@@H]1CN(C)Cc1ccc(C(=O)O)cc1 | -1.2
COC(=O)CCCCCCC(=O)N/N=C/c1nccs1 | -10.4
CCOC(=O)c1ccc(NC(=S)NC(C)c2ccc3c(c2)OCCO3)cc1 (stereo unspecified) | 4.6
COc1ccc(S(=O)(=O)Nc2ccc3c(c2)C(=O)N([C@H](C)CO)C[C@H](C)[C@@H](CN(C)C)O3)cc1 | -3.3
CN(CCC#N)C(=O)c1nn(C)c2c1COc1ccccc1-2 | -10.5
C[C@H](CO)N1C[C@H](C)[C@H](CN(C)C(=O)Nc2ccc(F)cc2)Oc2ccc(NS(C)(=O)=O)cc2CC1=O | -7.3
C[C@H]1CN([C@@H](C)CO)C(=O)c2cccc(NC(=O)Nc3ccc4c(c3)OCO4)c2O[C@@H]1CN(C)CC1CC1 | -2.8
CC(C)CN1C(=O)[C@@]2(c3ccc([N+](=O)[O-])cc3)CC(=O)N(CC3C4CC5CC(C4)CC3C5)[C@@H]2c2ccc(CO)cc21 (stereo partly specified) | 43.3
CC(=O)NCCn1c(SCC(=O)NCc2ccccc2)nc2ccccc2c1=O | -2.6
COc1ccc(NC(=O)N(C)C[C@H]2Oc3ccc(NS(=O)(=O)c4ccc(C)cc4)cc3C(=O)N([C@H](C)CO)C[C@@H]2C)cc1 | -4.4
C[C@]12CC[C@H](O)CC1=CCC1C2CC[C@@]2(C)C1CC[C@@H]2C(=O)CO (stereo partly specified) | -6.0
COc1ccc(S(=O)(=O)N(C)C[C@H]2Oc3ccc(NC(=O)NC4CCCCC4)cc3C(=O)N([C@@H](C)CO)C[C@H]2C)cc1 | 25.1
C[C@@H]1CN([C@@H](C)CO)C(=O)c2cccc(NC(=O)C3CCCCC3)c2O[C@H]1CN(C)C(=O)Nc1ccc(C(F)(F)F)cc1 | -1.3
C[C@@H]1CCCCO[C@@H](CN(C)C(=O)NC2CCCCC2)[C@@H](C)CN([C@H](C)CO)C(=O)c2cc(NC(=O)CCCCCC(=O)Nc3ccccc3N)ccc2O1 | 0.3
CCCC1CCC(c2ccc(OC(=O)c3cccnc3)cc2)CC1 (stereo unspecified) | 18.2
O=C(CSc1nnnn1Cc1ccccc1)Nc1ccccc1Oc1ccccc1 | -12.2
COC(=O)[C@@]1(C)CC[C@]2(C(=O)O[C@@H]3O[C@H](CO)[C@@H](O)[C@H](O)[C@H]3O)CC[C@]3(C)C(=CCC4[C@@]5(C)C[C@H](O)[C@H](O[C@@H]6OC[C@@H](O)[C@H](O)[C@H]6O)[C@@](C)(CO)C5CC[C@]43C)[C@@H]2C1 (stereo partly specified) | -10.0
C[C@@H]1CN([C@H](C)CO)C(=O)Cc2cc(NC(=O)C3CC3)ccc2O[C@@H]1CN(C)S(C)(=O)=O | -5.3
O=C(CC1NCCNC1=O)Nc1ccc(Cl)cc1 (stereo unspecified) | 9.9
CCOc1ccc2nc(SCC(=O)Nc3ccc(C)cc3C)[nH]c2c1 | -2.7
CCSC1=N/C(=C\c2ccc(C)s2)C(=O)S1 | -16.2
C[C@@H]1CN([C@@H](C)CO)C(=O)c2cc(NC(=O)CCCCCC(=O)Nc3ccccc3N)ccc2O[C@@H]1CN(C)C(=O)Nc1ccccc1 | -4.8
C[C@@H]1CN([C@H](C)CO)C(=O)c2cc(NS(=O)(=O)c3cccs3)ccc2O[C@H]1CN(C)CC1CC1 | ?
COCCn1c(-c2ccc(C(C)(C)C)cc2)n[nH]c1=S | 5.0
CC(C)NC(=O)N(C)C[C@H]1Oc2ccc(NC(=O)Nc3ccc(F)cc3)cc2CC(=O)N([C@@H](C)CO)C[C@H]1C | -11.4
COc1ccccc1CNS(C)(=O)=O | 1.0
COc1ccc([Si](C)(C)[C@H]2[C@H](CCO)O[C@@]3(C(=O)N(Cc4ccc(NC(=O)[C@H](C)O)cc4)c4ccccc43)[C@@H]2C)cc1 | 44.2
COc1ccc(NC(=O)Nc2ccc3c(c2)C(=O)N([C@H](C)CO)C[C@H](C)[C@H](CN(C)C(=O)NC2CCCCC2)O3)cc1 | -0.5
Cc1ccc(N=Cc2cc3ccccc3nc2Cl)cc1Cl | 42.2
Cc1ccsc1/C=N/NC(=O)c1ccccn1 | 2.3
C[C@H]1CN([C@@H](C)CO)C(=O)Cc2cc(NC(=O)Nc3ccc(F)cc3)ccc2O[C@H]1CN(C)Cc1ccc(C(F)(F)F)cc1 | -7.5
O=C(NCSC1=NCCS1)c1ccccc1 | -16.1
COc1ccc(-c2noc(=O)n2CC(=O)N2CCC(C)CC2)cc1 | -8.1
C[C@@H]1CN([C@@H](C)CO)C(=O)c2cccc(NS(=O)(=O)c3cccs3)c2O[C@@H]1CN(C)S(=O)(=O)c1ccc(Cl)cc1 | 4.2
C[C@@H]1CN([C@@H](C)CO)C(=O)c2cccc(NC(=O)C3CCOCC3)c2O[C@@H]1CN(C)CC1CCCCC1 | -8.9
Cc1nc(SCC(=O)O)[nH]c(=O)c1Oc1ccccc1 | 19.6
C[C@H](CO)N1C[C@H](C)[C@H](CN(C)S(=O)(=O)c2ccc(C#N)cc2)Oc2ncc(C#Cc3ccc(C(F)(F)F)cc3)cc2C1=O | 56.7
N#CNC(=Nc1ccccc1C(F)(F)F)N1CCCC1 | 4.2
CC/C=C\C/C=C\C/C=C\CCCCCCCCCCCC(=O)O | 0.9
C[C@H](CO)N1C[C@H](C)[C@H](CN(C)S(=O)(=O)c2ccccc2)Oc2c(NC(=O)Nc3ccc(F)cc3)cccc2C1=O | 16.9
C[C@@H]1CN([C@@H](C)CO)C(=O)c2cc(NS(=O)(=O)c3cn(C)cn3)ccc2O[C@@H]1CN(C)S(=O)(=O)c1ccccc1 | -1.2
C[C@@H]1CN([C@@H](C)CO)C(=O)Cc2cc(NS(=O)(=O)c3cccs3)ccc2O[C@@H]1CN(C)Cc1ccc(C(=O)Nc2ccccc2N)cc1 | 12.2
C[C@H]1CN([C@@H](C)CO)C(=O)Cc2cc(NC(=O)CCCCCC(=O)Nc3ccccc3N)ccc2O[C@@H]1CN(C)Cc1ccc(C(F)(F)F)cc1 | -7.5
C[C@@H]1CN([C@@H](C)CO)C(=O)c2cccc(NC(=O)Nc3ccc(F)cc3)c2O[C@H]1CN(C)C | -11.4
C[C@H](CO)N1C[C@H](C)[C@H](CN(C)S(=O)(=O)c2ccc(F)cc2)Oc2ccc(NC(=O)Nc3cccc4ccccc34)cc2CC1=O | 24.4
C[C@@H]1CN([C@H](C)CO)C(=O)c2cc(NC(=O)Nc3cccc4ccccc34)ccc2O[C@@H]1CN(C)S(=O)(=O)c1cn(C)cn1 | 2.7
COc1ccc(CNC(=O)C2c3ccccc3C(=O)N(C)C2c2cccs2)cc1 (stereo unspecified) | -17.4
C[C@H]1CN([C@@H](C)CO)C(=O)c2cc(NS(=O)(=O)c3cn(C)cn3)ccc2O[C@H]1CN(C)S(=O)(=O)c1cn(C)cn1 | 25.0
COc1ccc(S(=O)(=O)N(C)C[C@H]2Oc3ccc(NS(C)(=O)=O)cc3C(=O)N([C@@H](C)CO)C[C@H]2C)cc1 | 0.9
COc1ccccc1Cn1c(=S)[nH]c2cc(C(=O)NCC(OC)OC)ccc2c1=O | -4.7
Cc1cc(OCC(=O)Nc2cc(-c3nc4ccccc4o3)ccc2C)ccc1Cl | -5.3
Cc1noc(C)c1S(=O)(=O)N(C)C[C@@H]1Oc2ccc(NC(=O)Nc3ccccc3)cc2CC(=O)N([C@H](C)CO)C[C@H]1C | 50.0
C[C@@H]1CN([C@H](C)CO)C(=O)Cc2cc(NS(=O)(=O)c3ccc(F)cc3)ccc2O[C@H]1CN(C)Cc1ccccc1 | 6.5
Cc1noc(C)c1NC(=O)N(C)C[C@H]1Oc2ccc(NC(=O)c3ccncc3)cc2C(=O)N([C@H](C)CO)C[C@H]1C | -9.5
C[C@@H]1CCCCO[C@H](CN(C)C(=O)Nc2cccc3ccccc23)[C@@H](C)CN([C@H](C)CO)C(=O)c2cc(NC(=O)Cc3ccccc3)ccc2O1 | 57.3
Cc1nc(SCC(=O)NCc2ccccc2)n[nH]1 | -4.5

Carrying on:
compound | U2OS ROS induce
Cc1ccc(NC(=O)CSc2nnc(C)n3c2cc2sccc23)cc1F | ?
C[C@@H]1CN([C@H](C)CO)C(=O)c2cccc(NC(=O)Nc3ccc(C(F)(F)F)cc3)c2O[C@H]1CN(C)CC1CC1 | 8.5
COc1ccc(-c2nn(-c3ccccc3)cc2C2NC(=O)NC(C)=C2C(=O)OCc2ccccc2)cc1 (stereo unspecified) | 19.1
Cc1noc(C)c1S(=O)(=O)N(C)C[C@@H]1Oc2c(NC(=O)c3nc4ccccc4s3)cccc2C(=O)N([C@H](C)CO)C[C@@H]1C | 2.7
C[C@H](CO)N1C[C@H](C)[C@H](CN(C)C(=O)Nc2ccccc2)Oc2c(NS(=O)(=O)c3ccc(F)cc3)cccc2C1=O | -3.1
C[C@@H]1CN([C@H](C)CO)C(=O)Cc2cc(NC(=O)c3ccncc3)ccc2O[C@@H]1CN(C)S(=O)(=O)c1ccc(Cl)cc1 | 2.9
O=C(CSc1ncc(-c2ccccc2)[nH]1)c1ccc(-c2ccccc2)cc1 | 18.2
CN(C)C(=O)Cn1c(=O)oc2ccccc21 | -11.0
Cn1c(=O)c2c(ncn2CC(O)CNc2ccc(Br)cc2)n(C)c1=O (stereo unspecified) | -4.5
O=C(CCCCCCC(=O)Nc1ccccc1O)N/N=C/c1coc2ccccc2c1=O | -5.2
Cc1ccc2c(c1)-c1c(ssc1=S)C(C)(C)N2C(=O)c1ccncc1 | 24.6
Cc1ccc(S(=O)(=O)Nc2cccc3c2O[C@H](CN(C)C(=O)Nc2ccccc2)[C@@H](C)CN([C@H](C)CO)C3=O)cc1 | -3.0
C[C@H](CO)N1C[C@H](C)[C@H](CN(C)S(C)(=O)=O)Oc2c(NC(=O)c3cnccn3)cccc2C1=O | -8.1
CC(C)(C)c1n[nH]c(C(C)(C)C)c1Cc1c(F)cccc1Cl | 37.3
C[C@@H]1CN([C@H](C)CO)C(=O)c2cccc(NS(=O)(=O)c3cccs3)c2O[C@@H]1CN(C)Cc1ccc(-c2ccccc2)cc1 | 60.3
COC(=O)c1ccccc1NC(=O)CSc1nc(-c2ccccc2)cc(=O)[nH]1 | 5.9
CCc1cccc(C)c1NC(=O)CNS(=O)(=O)c1ccc(Cl)cc1 | -17.4
C[C@H](CO)N1C[C@H](C)[C@@H](CN(C)C(=O)Nc2ccc3c(c2)OCO3)Oc2c(NC(=O)Nc3ccc(C(F)(F)F)cc3)cccc2C1=O | 0.8
COC(=O)C1=C(C)NC(C)=C(C(=O)OCCN(C)Cc2ccccc2)C1c1cccc([N+](=O)[O-])c1 (stereo unspecified) | ?
COC(=O)c1cc2oc3ccccc3c2n1CC(=O)NCCC1=CCCCC1 | 2.1
C[C@H]1CN([C@@H](C)CO)C(=O)c2cccc(NS(C)(=O)=O)c2O[C@@H]1CN(C)Cc1ccc(C(=O)O)cc1 | 2.0
CN1C(=O)/C(=C/C=C2\SCCN2C)SC1=S | 7.6
Cc1noc(C)c1S(=O)(=O)Nc1ccc2c(c1)CC(=O)N([C@H](C)CO)C[C@@H](C)[C@H](CN(C)Cc1ccc(Cl)c(Cl)c1)O2 | 35.6
COc1ccc(NC(=O)N(C)C[C@H]2Oc3ccc(NS(=O)(=O)c4cn(C)cn4)cc3C(=O)N([C@H](C)CO)C[C@H]2C)cc1 | -3.7
Cc1ccc(C(=O)Nc2ccccc2C(=O)N2CCN(c3ccccc3)CC2)cc1S(=O)(=O)N1CCCCC1 | 143.5*
C[C@H](CO)N1C[C@H](C)[C@H](CN(C)CC2CC2)Oc2c(NC(=O)c3ccncc3)cccc2C1=O | 16.5
